VHR inh abs: VHR1 phosphatase inhibitors, primary screen, biochemical, absorbance, uHTS; Dual specificity protein phosphatase 3 (Homo sapiens), P51452; recombinant VHR phosphatase, pNPP absorbance; inhibition, % at 13.3 µM; 290,000 tested, 0.52% active; AID 1654, 2009; in the data active = inhibition above about 50%; also: some compounds called inactive have numbers as strong as hits
FadD28 FP inh: inhibitors of FadD28 bisubstrate probe binding, primary screen, biochemical, fluorescence polarization, single point. Mycobacterium tuberculosis FadD28 fatty-acid-AMP ligase. inhibition, % at 12.5 µM. 360,000 tested, 0.22% active. AID 588549, 2011; in the data active = inhibition above about 8.5%, passing the limit was not always enough; inconclusive = no clear call, values can overlap the other calls
GDH-TPI inh: GDH-TPI coupling enzyme inhibitors, primary screen, artefact control for M. tuberculosis FBA inhibitor project, biochemical, absorbance, full deck. GDH-TPI coupled enzyme counterscreen, NADH absorbance. inhibition, % at 4.8 µM. 360,000 tested, 1.2% active. AID 588335, 2011;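 also: 0% = DMSO wells and 100% = wells lacking the enzyme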
BioA inh: M. tuberculosis BioA enzyme inhibitors, primary screen, biochemical, plate reader, single point, HTS. 360,000 tested, 0.096% active. inhibition, % at 9.99 µM. purified M. tuberculosis BioA enzyme. AID 602481, 2012; in the data active = inhibition above about 40%; inconclusive = no clear call, values can overlap the other calls
Rv3671c protease: Rv3671c serine protease inhibitors, primary screen, biochemical, fluorescence polarization, M. tuberculosis H37Rv; P9WHR9; AID 2606, 2010; 320,000 tested, 0.048% active; inhibition, % at 5.96 µM; in the data active = inhibition above about 38%;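 also: extracellular domain of Rv3671c used as enzyme; 0% = enzyme with DMSO and 100% = no enzyme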
Target sequence (P9WHR9 whole entry, looked up, the tested form may be a part): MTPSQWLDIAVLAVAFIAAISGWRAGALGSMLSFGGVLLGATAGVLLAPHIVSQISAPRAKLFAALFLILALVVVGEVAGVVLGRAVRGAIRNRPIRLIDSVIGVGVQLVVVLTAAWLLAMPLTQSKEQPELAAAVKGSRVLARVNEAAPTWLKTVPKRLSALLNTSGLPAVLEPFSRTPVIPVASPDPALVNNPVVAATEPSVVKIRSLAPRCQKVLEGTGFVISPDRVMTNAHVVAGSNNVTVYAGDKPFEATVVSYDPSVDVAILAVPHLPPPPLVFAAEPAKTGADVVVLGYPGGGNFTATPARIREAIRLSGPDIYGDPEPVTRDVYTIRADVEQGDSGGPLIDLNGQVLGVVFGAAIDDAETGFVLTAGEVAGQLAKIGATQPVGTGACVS
BoNT F protease: BoNT/F light chain protease inhibitors, primary screen, biochemical, flow cytometry, MLPCN library; Multiplex microsphere protease cleavage assay; inhibition, % at 10 µM; 360,000 tested, 0.22% active; in the data active = inhibition above about 35%, passing the limit was not always enough; inconclusive = no clear call, values can overlap the other calls; also: plate controls were buffer without enzyme for full effect and enzyme alone for no effect
CCHF vOTU inh: CCHFV vOTU protease inhibitors, primary screen, biochemical, Pep-AMC substrate, fluorescence; inhibition, % at 11.5 µM; 370,000 tested, 0.55% active; Crimean-Congo hemorrhagic fever virus L polyprotein viral ovarian tumor (vOTU) protease …; also: 0% = vehicle wells with enzyme and 100% = no enzyme wells
FBA Mtb inh: Mtb FBA enzyme inhibitors, primary screen, biochemical, fluorescence, strain H37Rv | Fructose-bisphosphate aldolase (Mycobacterium tuberculosis (strain ATCC 25618 / H37Rv)), … | purified M. tuberculosis FBA, fluorescence read-out | inhibition, % at 1 µM | 360,000 tested, 2.3% active | AID 588726, 2011; in the data active = inhibition above about 27%;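 also: 0% = vehicle and 100% = reference inhibitor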
UGM FP inh: M. tuberculosis UGM enzyme inhibitors, primary screen, biochemical, fluorescence polarization, single point | purified UGM, fluorescence polarization probe displacement | UDP-galactopyranose mutase (Mycobacterium tuberculosis (strain ATCC 25618 / H37Rv)), … | 320,000 tested, 0.06% active | inhibition, % at 10 µM; in the data active = inhibition above about 10%, passing the limit was not always enough; inconclusive = no clear call, values can overlap the other calls
Target sequence (P9WIQ1 whole entry, looked up): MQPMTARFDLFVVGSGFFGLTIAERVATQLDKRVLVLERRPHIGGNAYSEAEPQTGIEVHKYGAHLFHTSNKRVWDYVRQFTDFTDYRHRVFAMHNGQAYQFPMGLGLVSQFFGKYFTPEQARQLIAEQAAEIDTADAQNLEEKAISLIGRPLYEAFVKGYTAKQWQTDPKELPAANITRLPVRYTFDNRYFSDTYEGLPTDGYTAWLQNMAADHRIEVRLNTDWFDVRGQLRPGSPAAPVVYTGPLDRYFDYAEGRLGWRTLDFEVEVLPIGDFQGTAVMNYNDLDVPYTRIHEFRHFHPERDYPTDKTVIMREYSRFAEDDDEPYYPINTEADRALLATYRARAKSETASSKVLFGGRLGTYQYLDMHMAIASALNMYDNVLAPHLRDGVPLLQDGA
MazF activator: activators of E. coli MazEF toxin-antitoxin RNase, primary screen, biochemical, fluorescence, uHTS | activation, % at 20 µM | FAM/BHQ RNA-DNA oligo cleavage fluorescence, 5 h | 350,000 tested, 0.32% active; in the data active = activation above about 50%
Target sequence (P0AE70 whole entry, looked up): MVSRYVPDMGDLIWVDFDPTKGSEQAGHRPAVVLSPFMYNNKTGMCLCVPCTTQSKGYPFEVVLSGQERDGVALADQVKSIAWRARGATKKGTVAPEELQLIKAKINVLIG
An asterisk follows results filed as active; ? = inconclusive; . = not tested or not shown; & = joins results of further samples. Rule as the data show it, unless noted: active = inhibition above about 30%; inactive = the rest. Compounds as they come. About 4.9% of those tested had a hit in this group.

SMILES	VHR inh abs	FadD28 FP inh	GDH-TPI inh	BioA inh	Rv3671c protease	BoNT F protease	CCHF vOTU inh	FBA Mtb inh	UGM FP inh	MazF activator
O=[N+]([O-])c1ccc2c(c1)nc1n2CCN(CC2CCCO2)C1 (configuration not stated)	30	-5.0	11	2.1	4	-2	-5	-1	1.6	1
COc1ccc(C(=O)Nc2ccc(CN3CCCCC3)cc2)cc1	-6	-3.7	-2	1.6	2	0	8	0	-0.6	5
N#CCCN(C(=O)COC(=O)CCc1ccccc1)c1ccccc1	26	0.2	0	-0.7	-1	5	6	2	0.1	3
CN(C)c1cc[n+](CC(O)C[n+]2ccc(N(C)C)cc2)cc1	.	0.1	-13	0.6	6	5	4	2	-0.5	8
O=C(COC(=O)c1cc(Cl)nc(Cl)c1)NCCc1ccc(F)cc1	.	-3.8	4	0.7	-8	7	2	5	1.9	5
COCCCNC(=O)N1c2ccccc2Sc2ccccc21	-23	0.2	0	1.1	-4	.	-13	0	0.0	12
COc1ccc(C2(c3ccc(OC)cc3)NC(=O)N(CC(=O)Nc3ccccc3C(F)(F)F)C2=O)cc1	-11	-4.8	-8	-0.2	-13	-8	13	-2	-0.7	8
CSc1ccc(CCNC(=O)CCc2nnc3ccc(NCCCN4CCCC4=O)nn23)cc1	5	-1.1	11	-0.6	-7	0	-1	7	0.8	-5
O=C(c1ccc(NC2=NC3CS(=O)(=O)CC3S2)cc1)N1CCN(Cc2ccccc2)CC1 (configuration not stated)	12	-2.3	12	-1.6	-6	2	22	3	-0.3	11
C=CCN1C(=O)/C(=C2/Sc3ccc(OC)cc3N2C)SC1=Nc1ccccc1	22	-0.7	4	.	-3	-4	13	-3	-1.3	5
O=C(O)c1ccccc1C(=O)NC1Cc2ccccc2C1	-5	0.7	2	.	-2	?	3	1	-3.0	5
OC(CNC1Cc2ccccc2C1)COc1ccc(F)cc1 (configuration not stated)	25	1.0	6	-2.4	5	.	-6	4	-0.1	1
O=C(O)c1ccccc1C(=O)Nc1ccc(Oc2cccc(C(F)(F)F)c2)nc1	-12	-1.0	2	-0.3	2	?	-9	0	0.4	-2
COc1ccc(Cc2nc3ccc(C(=O)NCc4ncc(C)[nH]4)cc3o2)cc1OC	-4	0.0	0	-0.5	-8	1	10	-1	4.8	6
NC1=NC(c2ccccc2)=NC1(NC(=O)c1ccccc1)C(Cl)Cl (configuration not stated)	12	-1.9	-2	-0.7	-8	6	2	3	1.2	4
CS(=O)(=O)N(CC(=O)Nc1ccc2c(c1)OCO2)c1ccccc1	15	0.0	-16	-1.5	3	-10	14	2	-1.8	5
O=C(CN1CCCC1)Nc1ccc(OCc2ccccc2)cc1	25	-1.8	2	.	3	-2	2	0	2.6	-32
CCCc1cc(=O)oc2c(C)c(OCC(=O)NCCN3CCOCC3)ccc12	0	0.2	15	0.5	-6	-36	18	16	0.2	5
Cc1cc(S(=O)(=O)Nc2ccc(C(=O)NCC(c3ccco3)N(C)C)cc2)ccc1F (configuration not stated)	.	-3.7	-3	0.7	-2	0	9	0	-0.3	7
Cc1ccc(CO/N=C/c2c(O)cc(C)oc2=O)cc1	6	-0.1	14	.	-4	0	9	-3	2.7	-6
CC(=O)c1ccccc1Oc1cc(NN2CCCCC2)c([N+](=O)[O-])cc1[N+](=O)[O-]	17	-1.5	22	-1.4	5	-8	5	-3	-1.4	-3
O=C(CCn1c(=O)oc2ccccc21)N(Cc1ccccc1)c1ccccc1	16	-1.2	9	-0.3	-2	-4	-5	0	-1.0	-2
O=C(Nc1ccccn1)c1cc(-c2cccnc2)nc2ccc(Br)cc12	10	-1.5	14	.	8	-1	0	0	2.3	8
O=C(O)c1ccc(COc2c(F)c(F)cc(F)c2F)o1	-4	-2.0	2	-2.2	4	1	-3	2	-1.4	0
COC(=O)c1ccc(Cl)c(NC(=O)CN(c2ccc3c(c2)OCO3)S(C)(=O)=O)c1	3	-0.8	7	.	-1	7	-4	-2	4.1	0

Looked up by compound from above (two):
SMILES	VHR inh abs	FadD28 FP inh	GDH-TPI inh	BioA inh	Rv3671c protease	BoNT F protease	CCHF vOTU inh	FBA Mtb inh	UGM FP inh	MazF activator
O=C(COC(=O)c1cc(Cl)nc(Cl)c1)NCCc1ccc(F)cc1	.	-3.8	4	0.7	-8	7	2	5	1.9	5
Cc1cc(S(=O)(=O)Nc2ccc(C(=O)NCC(c3ccco3)N(C)C)cc2)ccc1F (configuration not stated)	.	-3.7	-3	0.7	-2	0	9	0	-0.3	7

Other entries.
SMILES	VHR inh abs	FadD28 FP inh	GDH-TPI inh	BioA inh	Rv3671c protease	BoNT F protease	CCHF vOTU inh	FBA Mtb inh	UGM FP inh	MazF activator
CCc1cccc2c(C#N)cn(CC(=O)N3CCOCC3)c12	13	-2.0	-4	-0.6	7	-1	8	1	-0.5	5
COCCN(C(=O)CSc1nnc(-c2ccc(C)c(C)c2)o1)c1c(N)n(CC(C)C)c(=O)[nH]c1=O	.	-2.1	-3	-0.5	1	4	-8	-2	-1.6	-4
O=C(NC(NC(=S)Nc1ccccc1C(=O)O)C(Cl)(Cl)Cl)c1ccco1 (configuration not stated)	-2	-4.5	11	.	0	6	-16	33*	.	0
COc1c2ccoc2nc2c(OC)c(OCC(OC(C)=O)C(C)(C)O)ccc12 (configuration not stated)	30	0.3	17	-0.4	-5	-3	-65	130*	-1.5	2
Cn1cnnc1SCC(=O)N1CCN(C(=O)c2ccco2)CC1	-5	-3.3	-8	.	7	-3	-8	-1	1.1	-1
COc1ccc(-c2nnc(Nc3nc4c(OC)cccc4s3)o2)cc1	113	-2.6	63*	0.1	-11	0	0	10	0.3	-7
CCC(NC(=O)c1[nH]c(C)c(C(C)=O)c1C)c1ccc(Br)cc1 (configuration not stated)	-16	-11	0	15	-1	-8	1	4	1.6	4
O=C(c1cnc(Cl)c(Cl)c1)N1CCN(S(=O)(=O)c2cccs2)CC1	.	1.0	8	1.1	.	2	-11	-3	.	-4
Nc1cc(N2CCCC2)c(Cl)cc1[N+](=O)[O-]	-5	-5.8	1	.	5	-7	15	-7	.	6
CC(C)NCC(O)COc1ccc(CCOCC2CC2)cc1 (configuration not stated)	20&21	-3.0	2	-0.1	-5	2	4	-2	1.0	7
CCOc1cc2[nH]c(=O)n(CCCCCC(=O)NC3CCCC3)c(=O)c2cc1OCC	1	-1.0	8	-0.4	5	0	14	6	-1.5	7
CCC(=O)OCCNc1cc(Sc2nc3ccccc3[nH]2)c2nonc2c1[N+](=O)[O-]	13	-1.9	16	.	-14	-1	18	-5	4.5	-4
N/C(COc1cc(Cl)cc(Cl)c1)=N\O	-4	-1.6	0	.	5	?	-5	1	0.4	3
CC(=O)c1cccc(N(CC(=O)Nc2ccccc2F)S(C)(=O)=O)c1	10	-1.9	0	2.9	-4	-9	-4	8	0.2	-16
CCOc1ccc(Br)cc1S(=O)(=O)NC1CC(C)(C)NC(C)(C)C1	79	0.1	8	-1.7	.	-11	13	0	1.7	-5
O=C(NC1CCCCC1)c1[nH]c(C(F)(F)F)nc1-c1ccccc1	.	-2.9	.	0.4	.	0	8	1	.	.
COc1ccc(/C=C/C(=O)OCC(=O)NC2CCCCCC2)cc1OC	.	0.3	27	-3.7	-2	-4	10	5	30*	7
CN1CCC(OC(=O)c2ccc(Cl)cc2Cl)CC1	18	-4.5	3	-0.7	-4	-3	-14	-1	0.2	3
Cc1ccc(S(=O)(=O)CCC(=O)OCC(=O)NCc2ccc(Cl)cc2)cc1	17	-2.2	6	.	-6	2	2	6	0.4	3
Cc1c(C(=O)Nc2c(F)cccc2F)sc2ncnc(N3CCN(c4ccccc4)CC3)c12	8	-0.2	10	.	-11	-4	14	0	3.1	2
Cc1ccc(O)c(-c2cc(C(F)(F)F)[nH]n2)c1	23	-6.2	-8	2.0	3	-9	8	11	1.7	7
CO/N=C(\C)C(Cc1ccc(Cl)nc1)Cc1ccc(Cl)nc1	5	-0.2	-1	1.5	3	18	3	-6	1.0	11
O=C(C=Cc1ccco1)c1ccco1	.	0.3	19	0.7	.	-8	8	1	.	6
O=C1c2ccccc2C(=O)N1N(c1ccccc1)c1ccccc1	.	-0.6	4	.	.	-10	4	0	.	-2
COc1cnc(SCc2ccc(Cl)cc2Cl)nc1Cl	-4	-1.2	10	2.7	-3	-2	-8	-1	2.9	-12

More structures follow.
SMILES	VHR inh abs	FadD28 FP inh	GDH-TPI inh	BioA inh	Rv3671c protease	BoNT F protease	CCHF vOTU inh	FBA Mtb inh	UGM FP inh	MazF activator
CNC(=S)N(CCc1ccc(OC)c(OC)c1)Cc1cc2c(C)cc(C)cc2[nH]c1=O	2	-0.7	6	.	-7	-3	5	-1	-0.8	9
C=CCNC(=O)c1ccc(-c2cccc([N+](=O)[O-])c2)o1	-6	0.6	5	1.4	-10	-2	-1	6	1.9	1
Cc1csc2nc(O)c(C(=O)NC3CCCCC3)c(=O)n12	.	-3.6	6	-1.0	6	2	-2	-3	0.2	3
CCN(CC)c1nc(N)c([N+](=O)[O-])c(NCCO)n1	8	-4.8	21	.	-12	-1	0	-2	-0.1	9
CCOC(=O)CNC(=O)c1c(C)nn(C)c1Cl	27	0.7	-4	.	-12	0	14	0	0.0	4
CCOc1ccc(CCNC(=O)COC(=O)/C=C/c2ccccc2OC)cc1OCC	.	0.2	7	.	2	1	6	9	1.8	2
O=C(Nc1ccc(Cl)cn1)c1cc(S(=O)(=O)N2CCCCC2)ccc1Cl	32	0.0	-3	-0.2	5	-19	11	77*	-2.0	13
Cc1c(NC(=O)CSc2nnnn2-c2ccc(F)cc2)c(=O)n(-c2ccccc2)n1C	6	-3.7	-9	0.3	-1	-1	-6	-1	0.7	8
CCOc1ccc(OCC)c(NS(=O)(=O)c2ccc3c(c2)n(C)c(=O)c(=O)n3C)c1	19	-10	-4	1.7	-2	-10	14	0	-3.5	3
COc1ccc(C2CC(c3cccs3)=NN2S(C)(=O)=O)cc1OC (configuration not stated)	-3	-3.4	0	.	14	-1	-7	-3	1.6	8
CCCN(CCC)CC(=O)Nc1cccc2c1OCO2	20	-2.4	13	-1.1	0	-11	9	0	-2.1	4
Cc1ccc2c(c1)N(CC(=O)NC1CCCc3ccccc31)C(=O)CO2 (configuration not stated)	10	1.0	1	1.0	-7	2	-9	0	1.3	-3
CCOc1c2c(nc3ccc(Cl)cc13)CCC2	15	-2.2	0	-1.6	8	1	-3	-1	-4.9	6
CCN(CC)C(=O)CN(c1ccc2c(c1)OCO2)S(C)(=O)=O	11	0.0	-4	1.2	-7	1	-5	3	-2.0	1
Cc1c(C(=O)OCC(=O)Nc2ccc3c(c2)OCO3)cccc1[N+](=O)[O-]	1	-0.4	2	1.5	-7	-6	12	-1	0.2	11
COc1ccc2c3n([n+]([O-])c2c1)CCN=C3c1ccc(C)cc1	.	-0.9	17	-0.2	4	-1	8	5	2.0	-8
Cc1ccc(S(=O)(=O)N2CCC(C(=O)O)CC2)cc1	25	-2.1	-1	.	4	-5	2	0	-0.6	-7

Some entries already given, showing only BoNT F protease, VHR inh abs and Rv3671c protease.
SMILES | BoNT F protease | VHR inh abs | Rv3671c protease
CNC(=S)N(CCc1ccc(OC)c(OC)c1)Cc1cc2c(C)cc(C)cc2[nH]c1=O | -3 | 2 | -7
Cc1csc2nc(O)c(C(=O)NC3CCCCC3)c(=O)n12 | 2 | . | 6
CCCN(CCC)CC(=O)Nc1cccc2c1OCO2 | -11 | 20 | 0
COc1ccc2c3n([n+]([O-])c2c1)CCN=C3c1ccc(C)cc1 | -1 | . | 4

Assay outcomes (PubChem)
